Rac1 GTP hydrolysis: MgcRacGAP GTPase-activating activity inhibitors, confirmation, biochemical, ADP Hunter fluorescence. one-dose inhibition, % at 30 µM; IC50 in µM for titrated hits. MgcRacGAP-stimulated Rac1 GTP hydrolysis, ADP Hunter fluorescence; higher % means a stronger effect; GST-tagged Rac1 F28L mutant substrate. hit rate 0.6% among 340,000;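 active = first-screen hits whose inhibition reached a set limit at any dose in the follow-up dose series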;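 also: fluorescence reports GDP produced by GAP-driven GTP hydrolysis; strong numbers were not always called active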
NTR1 agonist: NTR1-driven beta-arrestin-GFP spot formation – imaging, U2OS cells, high content, primary screen (AID 493036) | P30989 | agonist mode | hit rate 0.17% among 330,000 | activation, % at 20 µM;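 active = activation at or above 40% of the spot to cytoplasm intensity ratio, with at least 20 cells analyzed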;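 also: 0% = DMSO without peptide and 100% = 100 nM NTR1 peptide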
Target sequence (P30989 whole entry, looked up): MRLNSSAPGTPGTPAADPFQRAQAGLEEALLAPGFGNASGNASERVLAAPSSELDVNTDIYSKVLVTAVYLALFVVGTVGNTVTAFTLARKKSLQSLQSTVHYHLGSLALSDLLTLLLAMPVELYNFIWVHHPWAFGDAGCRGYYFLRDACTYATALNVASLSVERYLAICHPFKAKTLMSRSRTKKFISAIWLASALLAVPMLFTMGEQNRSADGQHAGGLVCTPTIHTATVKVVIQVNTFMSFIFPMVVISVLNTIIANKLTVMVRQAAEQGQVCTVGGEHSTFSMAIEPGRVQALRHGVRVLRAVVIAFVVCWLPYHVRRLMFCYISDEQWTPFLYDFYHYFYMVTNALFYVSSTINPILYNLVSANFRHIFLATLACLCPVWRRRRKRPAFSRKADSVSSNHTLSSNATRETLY
Dengue-2 NS5 capping: flavivirus cap methylation enzyme inhibition – biochemical, confirmation dose response, primary screen (AID 588689). Dengue-2 NS5 methyltransferase capping enzyme assay, biochemical; higher % means a stronger effect. inhibition, % at 25 µM; hits with a dose series show IC50 in µM. hit rate 0.3% among 340,000; in the data active = a potency from the dose series
NTR1 agonist cell count 20 µM: further read-out of NTR1 agonist, marked with its call; cell count; measured here: cell count, cytotoxicity flag
Dengue-2 NS5 capping pilot replicate: recorded beside Dengue-2 NS5 capping, whose call it bears; inhibition, %; measured here: pilot screen replicate inhibition
* hit, by the source's call. This is a subset. The share of hits here may be higher or lower than overall.

SMILES	Rac1 GTP hydrolysis	NTR1 agonist	NTR1 agonist cell count 20 µM	Dengue-2 NS5 capping	others
COC(=O)c1c(NC(=O)CN2C(=O)NC3(CCC(C)CC3)C2=O)sc2c1CCC2 (stereo not drawn)	3%	6.3	66	-10%
CCCn1c(N)c(C(=O)CSc2nc3ncc(Cl)cc3[nH]2)c(=O)n(C)c1=O	6%	-0.7	58	2%
CC(=O)NCCc1ccc(-c2csc(NC(=O)C3CC(=O)N(C4CCCC4)C3)n2)cc1 (stereo not drawn)	4%	1.0	52	1%
COC(=O)c1c(C)[nH]c(C(=O)OCC(=O)c2ccc(C)s2)c1C	8%	4.6	58	6%
CC(C)[C@H](CN1CCC[C@H]1CN1C(N)=NC[C@H]1C(C)C)N1C[C@@H](Cc2ccccc2)N(CCCC2CCCC2)C1=N	7%	-0.5	33	-9%
COCCn1c(SCC(=O)c2c(N)n(C3CC3)c(=O)[nH]c2=O)nnc1-c1cccc(C)c1	7%	-1.4	44	-2%
Cc1nnc(NC(=O)c2ccc3c(c2)NC(=O)CS3)s1	3%	-1.1	54	3%
CCOc1cc(N2CCOCC2)c(OCC)cc1NC(=O)C1=COCCO1	15%	-1.9	50	-4%
Cc1ccc(S(=O)(=O)N2CCOCC2)cc1C(=O)Nc1ccncc1	2%	-0.4	41	5%
COc1ccc(CCNC(=O)c2cc(-c3ccccn3)nc3ccccc23)cc1	5%	0.1	82	7%
CCN(C(=O)COC(=O)COc1ccc2c(c1)CCC2)c1c(N)n(Cc2ccccc2)c(=O)[nH]c1=O	5%	-0.2	67	0%
CCC(CO)Oc1cc(NC(=O)c2ccc(N)cc2)c2ncn(C(C)C)c2c1 (stereo not drawn)	-5%	1.9	52	5%

Next section (two carried over from the part before).
SMILES	Rac1 GTP hydrolysis	NTR1 agonist	NTR1 agonist cell count 20 µM	Dengue-2 NS5 capping	others
CCN(C(=O)COC(=O)COc1ccc2c(c1)CCC2)c1c(N)n(Cc2ccccc2)c(=O)[nH]c1=O	5%	-0.2	67	0%
CCC(CO)Oc1cc(NC(=O)c2ccc(N)cc2)c2ncn(C(C)C)c2c1 (stereo not drawn)	-5%	1.9	52	5%
CC(Oc1ccccc1F)c1nnc(SCC(=O)N(c2ccccc2)C2CCS(=O)(=O)C2)o1 (stereo not drawn)	4%	1.9	47	-10%
CN(C)S(=O)(=O)c1ccc(NC(=O)CSc2nnc(-c3ccco3)o2)cc1	-1%	-1.7	60	-2%
CCc1cccc(CC)c1NC(=O)CSc1nnc(C2CC2)n1N	1%	-1.1	70	-6%
COc1ccc(CN2C[C@H]3CCCN3c3cc(Br)ccc3S2(=O)=O)cc1	9%	1.8	55	-3%	Dengue-2 NS5 capping pilot replicate=5.2
NC(=O)Nc1ccc(C(=O)OCC(=O)N2CCc3ccccc3C2)cc1	0%	-1.5	61	3%
N#Cc1cccc(S(=O)(=O)NCC(=O)NCc2ccc3c(c2)OCO3)c1	6%	-1.6	54	-9%
O=C(CN1CCCC1c1cccs1)Nc1cccc(S(=O)(=O)N2CCCC2)c1 (stereo not drawn)	0%	-1.6	74	5%
O=C(COc1ccc(Cl)cc1Cl)OCC(=O)c1ccc[nH]1	0%	-1.4	71	-3%
C[C@H](CO)N1C[C@H](C)[C@@H](CN(C)Cc2ccc(C(=O)Nc3ccccc3N)cc2)Oc2c(NC(=O)C3CCCCC3)cccc2C1=O	-1%	0.8	52	-2%
CCn1nnnc1SCC(=O)N(C)C1CCS(=O)(=O)C1 (stereo not drawn)	2%	-0.5	55	-4%
CN(CC(=O)NCCc1ccc(S(N)(=O)=O)cc1)CC(=O)Nc1ccc(Cl)cc1	4%	-1.0	60	1%
CC(=O)Nc1cccc(C)c1	9%	0.2	42	-6%

Next part; the last 3 above are carried over.
SMILES	Rac1 GTP hydrolysis	NTR1 agonist	NTR1 agonist cell count 20 µM	Dengue-2 NS5 capping	others
CCn1nnnc1SCC(=O)N(C)C1CCS(=O)(=O)C1 (stereo not drawn)	2%	-0.5	55	-4%
CN(CC(=O)NCCc1ccc(S(N)(=O)=O)cc1)CC(=O)Nc1ccc(Cl)cc1	4%	-1.0	60	1%
CC(=O)Nc1cccc(C)c1	9%	0.2	42	-6%
COc1ccc(C(=O)Nc2ccc(Cl)cc2F)cc1S(=O)(=O)N1CCCC1	1%	0.6	42	-3%
CSc1ncccc1C(=O)OCC(=O)N1CC(=O)Nc2ccccc21	2%	-0.4	54	5%
O=C(COC(=O)/C=C/c1ccccc1[N+](=O)[O-])NC(=O)NC1CCCC1	4%	3.4	63	3%
COc1ccc(OC)c(S(=O)(=O)NCC(=O)NC2CCCCCC2)c1	3%	-1.4	53	0%
COc1ccc(-c2ccc3c(c2)c(C#Cc2ccsc2)c(-c2cc(OC)cc(OC)c2)n3C)cc1	7%	1.3	57	-7%
C[C@H](CO)N1C[C@H](C)[C@H](CN(C)Cc2ccc(Oc3ccccc3)cc2)Oc2ccc(NC(=O)Nc3cccc4ccccc34)cc2CC1=O	8%	9.2	53	-2%
O=C(COC(=O)c1ccc(C(F)(F)F)cc1)NC(=O)NC1CCCC1	4%	-0.1	57	-7%
Cc1ccc(C(=O)NNC(=O)c2ccc(NS(=O)(=O)c3cccs3)cc2)o1	1%	0.7	98	-15%
Cc1cccc(OCC(=O)NCC(C)(C)N2CCOCC2)c1	3%	-0.8	62	1%
COCCn1c(C)cc(C(=O)COC(=O)c2[nH]c(C)c(C(C)=O)c2C)c1C	8%	-1.1	52	-4%
O=C(NC1=NCCS1)c1cccc(S(=O)(=O)N2CCOCC2)c1	2%	5.1	28	-6%
COc1cccc(NC(=O)CN(C)CC(=O)NCc2ccc3c(c2)OCO3)c1	3%	-1.1	58	-7%
CCOc1ccccc1-n1ccn(CC(=O)Nc2ccc(Br)cc2F)c(=O)c1=O	7%	0.9	64	-7%
COc1ccc(CN(C)CC(=O)NCC(=O)Nc2c(C)cccc2C)cc1	3%	0.6	58	1%
CC1(C2CC2)NC(=O)N(CC(=O)Nc2ccc(C(F)(F)F)cc2)C1=O (stereo not drawn)	2%	8.0	58	-5%
COc1ccc(C(C)(C)C)cc1NC(=O)CN1C(=O)C(=O)N(Cc2ccco2)C1=O	2%	-1.6	60	-15%
COc1ccc(CNC(=O)COC(=O)c2ccc(C)c(S(=O)(=O)N3CCOCC3)c2)cc1OC	5%	-0.1	68	-1%
Cc1cc(=O)c2c([nH]1)c(C)cc1[nH]c(C)c(C)c12	31%	0.5	71	-7%
COc1ccc(C(=O)OCC(=O)c2ccc[nH]2)c(OC)c1	-3%	-1.6	60	-7%
O=C(NC1=NCCS1)c1ccc(F)c(S(=O)(=O)N2CCOCC2)c1	-2%	-1.7	49	-7%
CN(Cc1cccs1)C(=O)COc1cccc2c1OC(C)(C)C2	4%	1.7	58	6%
CCCn1c(N)c(C(=O)CN(C)CC(=O)Nc2c(Cl)cccc2Cl)c(=O)[nH]c1=O	7%	3.5	50	-3%
COc1ccccc1/C=C/C(=O)OCC(=O)NC1CCCCCC1	10%	-1.3	69	-8%
Cc1ccc(C2=NN(C(=O)CN3CCN(C4CCS(=O)(=O)C4)CC3)C(c3ccco3)C2)cc1 (stereo not drawn)	-1%	-0.6	49	-3%
CCOc1ccc(Br)cc1S(=O)(=O)NC1CCCC1	-1%	1.1	54	-3%
Cc1ccc(S(=O)(=O)N2CCN(C)CC2c2ccccc2)cc1 (stereo not drawn)	4%	-0.4	69	-4%
CCOc1cc(N2CCOCC2)c(OCC)cc1NC(=O)c1cc(S(=O)(=O)N2CCOCC2)ccc1F	7%	2.3	46	-9%
Cc1nn(Cc2ccccc2)c(C)c1CNC(=O)c1ccc(F)c(S(=O)(=O)N2CCOCC2)c1	0%	2.1	97	-8%
CCCCn1nc(C(=O)Nc2cc(C(F)(F)F)ccc2N2CCOCC2)ccc1=O	5%	7.9	56	-2%
COc1ccccc1CN(C)C(=O)CSCC(=O)Nc1ccccc1F	7%	-2.7	74	0%
Cc1csc(=O)n1CC(=O)Nc1ccc(Cl)cc1F	7%	1.7	69	-1%
Cc1noc(C)c1COc1ccc(C(=O)NCCOc2ccccc2)cc1	5%	4.4	58	1%
Cn1c(=O)c2c(ncn2CC(=O)OCC(=O)Nc2cc(Cl)ccc2C#N)n(C)c1=O	3%	-1.7	38	-1%
COc1ccccc1NS(=O)(=O)c1ccc(N2CCOCC2)c(N)c1	5%	-0.9	59	-9%
COc1ccc2nc(NC(=O)C3CC(=O)N(c4ccc5c(c4)OCCO5)C3)sc2c1 (stereo not drawn)	4%	-1.3	69	-1%
COc1ccc(NC(=O)c2ccc(OCC3CCCO3)cc2)cc1OC (stereo not drawn)	-1%	-0.5	50	0%
CC(C)(C)c1nnc2sc(SCC(=O)NCc3ccco3)nn2c1=O	5%	-1.4	58	-1%
NC(=O)C1CC(=O)N(c2ccc(OCC(=O)Nc3ccc(F)cc3)cc2)C1 (stereo not drawn)	0%	2.8	50	-3%
O=C(CNC(=O)c1ccc(Cl)cc1Cl)OCCOc1ccccc1F	4%	-1.6	62	8%
O=C(CSc1nc2[nH]c(=O)cc(O)c2s1)NCCc1ccccc1	10%	0.7	53	-1%
Cc1ccc(S(=O)(=O)N2CCN(C(=O)Cn3c(=O)oc4ccccc43)CC2)c(C)c1	3%	-0.1	77	-8%
Cc1ccc(S(=O)(=O)N2CCOCC2)cc1NC(=O)CNCc1ccccc1Cl	8%	-0.4	61	-1%
CC(Sc1nnc2n1CCCCC2)C(=O)Nc1ccccc1[N+](=O)[O-] (stereo not drawn)	6%	1.4	65	-6%
CC(=O)C(Cc1ccccc1)NC(=O)COC(=O)c1cccc(C)c1[N+](=O)[O-] (stereo not drawn)	7%	0.3	75	-4%
CCOc1ccccc1OCCCC(=O)ON=C(N)c1ccccc1	5%	-1.9	58	5%
Cc1ccc(-c2csc(NC(=O)c3c(C)noc3C)n2)s1	6%	0.0	48	-12%
O=C(NN=Cc1ccccc1C(=O)O)c1cccc(S(=O)(=O)Nc2cccc(C(F)(F)F)c2)c1	1%	0.8	52	4%
O=C(CNC(=O)C1COc2ccccc2O1)Nc1cc(Cl)ccc1Cl (stereo not drawn)	5%	0.1	48	-10%
COc1ccccc1N(CCOc1ccccc1)S(=O)(=O)c1ccccc1	1%	0.8	42	1%
CC(=O)Nc1ccc(S(=O)(=O)NCCC(=O)OCc2ccccc2F)cc1	-1%	-2.6	95	-7%
COc1cccc(CNC(=O)COC(=O)c2ccc(Cl)s2)c1	-3%	-2.1	60	0%
COC(=O)c1ccc(C)c(NC(=O)C2CC(=O)N(C3CCCC(C)C3C)C2)c1 (stereo not drawn)	11%	0.7	54	-5%
CC1CCN(C(C)C(=O)Nc2cc(S(=O)(=O)N3CCCCC3)ccc2Cl)CC1 (stereo not drawn)	3%	4.5	71	0%
Cc1ccc(-c2nc(COC(=O)C3=NN(c4ccccc4)C(=O)CC3)cs2)cc1	7%	4.7	64	-1%
COc1ccc(OC(=O)c2cccc(S(=O)(=O)N3CC(C)OC(C)C3)c2)cc1 (stereo not drawn)	15%	1.3	53	-2%
CN(CC(=O)Nc1ccc(F)cc1)C(=O)COC(=O)/C=C/c1ccccc1[N+](=O)[O-]	-3%	-0.8	87	-2%
CCOc1ccccc1/C=C/C(=O)N1CCN(C(=O)c2ccco2)CC1	5%	0.3	57	-7%
CN1C(=O)N(CC(=O)N2CCN(S(=O)(=O)Cc3ccccc3)CC2)C(=O)C12CCCCC2	6%	0.1	63	-6%
CC(C)NC(=O)NC(=O)CSc1ccc(S(=O)(=O)N2CCOCC2)cn1	2%	0.8	57	-7%
CCCN(CC(=O)Nc1ccccc1OC)C(=O)c1ccccn1	-1%	-1.1	57	2%

A stretch taken from the entries so far, as a working copy:
SMILES	Rac1 GTP hydrolysis	NTR1 agonist	NTR1 agonist cell count 20 µM	Dengue-2 NS5 capping	others
CCOc1ccccc1/C=C/C(=O)N1CCN(C(=O)c2ccco2)CC1	5%	0.3	57	-7%
CN1C(=O)N(CC(=O)N2CCN(S(=O)(=O)Cc3ccccc3)CC2)C(=O)C12CCCCC2	6%	0.1	63	-6%
CC(C)NC(=O)NC(=O)CSc1ccc(S(=O)(=O)N2CCOCC2)cn1	2%	0.8	57	-7%
CCCN(CC(=O)Nc1ccccc1OC)C(=O)c1ccccn1	-1%	-1.1	57	2%

Continued.
SMILES	Rac1 GTP hydrolysis	NTR1 agonist	NTR1 agonist cell count 20 µM	Dengue-2 NS5 capping	others
CC(C)[C@H](NC(=O)c1ccccc1)C(=O)OCC(=O)Nc1sccc1C(N)=O	9%	0.2	45	-1%
CC(=O)c1c(C)[nH]c(C(=O)OCC(=O)Nc2cccnc2Cl)c1C	1%	0.6	95	-2%
CCOC(=O)c1c(C)[nH]c(C)c1C(=O)COC(=O)COc1ccc(Cl)c(C)c1	3%	0.5	59	4%
O=C(O)c1ccc(/C=N/NC(=O)c2cc3ccccc3cc2O)cc1	16%	-0.1	56	-1%
COc1ccccc1CNC(=O)COC(=O)c1ccc2c(=O)n3c(nc2c1)CCCCC3	3%	-1.5	92	4%
CCOc1ccc(OCC)c(NC(=O)C2CCCN(C(=O)c3ccc(Cl)cc3)C2)c1 (stereo not drawn)	3%	-0.8	64	1%
COc1cc2oc(=O)cc(-c3ccc(-c4ccc(C(F)(F)F)cc4)cc3)c2c(OC)c1OC	-2%	0.5	64	2%	Dengue-2 NS5 capping pilot replicate=-0.3
COCCN(CC(=O)Nc1cccc(C)c1C)C(=O)C1(c2ccccc2)CC1	9%	-0.3	64	-7%

Source: PubChem (several laboratories)
